BRCA1 expr up: activators of BRCA1 expression; MCF7-BRCA1-FFLuc reporter, luminescence, 48 h; response scale: scaled: vehicle 0%, 10 µM genistein 100%; Potency, µM (series often up to 46.1 µM), inactives show at the highest dose activation, hits mostly activators; 380,000 tested, 1.1% active; note: potency is the fitted concentration of half-maximal effect; nearly all actives have a fitted effect of over 80% in size; some results filed as inactive show a strong effect at the top dose
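First, MCF7-BRCA1-FFLuc cells (2000/well) attach for 2 h; next, compounds are pin-added and incubated 48 h at 37 °C; finally, luciferase reagent is added and luminescence read after 15 min.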
USP2a inh: blocks human ubiquitin-specific protease USP2a. O75604. USP2 core, Ub-CHOP2 coupled fluorogenic reporter, 485/531. Potency, µM (doses to about 38.3 µM), without a hit: top-dose activity change, negative = inhibition, actives largely listed as inhibitors. 330,000 tested, 0.01% active;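 note: potency is the fitted concentration of half-maximal effect; plate controls were DMSO wells for no effect and full inhibition by NEM control for full effect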
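Cell-free coupled assay: 10nM USP2 core preincubated 30min RT with compound in Tris-HCl pH 8.0/CaCl2/CHAPS buffer, then 25nM Ub-CHOP2 and 25nM reporter substrate; fluorescence (Ex 485/Em 531) read after 60min RT, normalized to NEM inhibition, concentration-response curves fitted.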
Eya2 inh: Eya2 (human) phosphatase inhibition; O00167; recombinant Eya2, OMFP fluorescence dephosphorylation (OMFP is methylfluorescein phosphate); Potency, µM (top dose mostly 76.9 µM), for the others: top-dose activity, negative = inhibition, most hits filed as inhibitors; 330,000 tested, 0.006% active; note: potency is the fitted concentration of half-maximal effect; % is set by controls: 0 for no effect and ±100 for the full control effect
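Eya2 protein (added as 0.2 uM solution) was preincubated with compound for 10 min at ambient temperature in 50 mM HEPES pH 7.5, 50 mM NaCl, 5 uM MgCl2, 0.05% BSA, 1 mM DTT. OMFP (added at 50 uM) then reacted 10 min; fluorescence read at 485/525 nm.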
TRPV1 ag: activates the human vanilloid receptor TRPV1; AID 540275; TRPV1-expressing cells, Fluo-8 calcium influx, agonist mode; activation, % at 8.33 µM; 320,000 tested, 0.19% active; in the data active = activation above about 80%; inconclusive = between about 30% and that limit; note: 0% is about no effect
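Fluo-8 calcium influx in TRPV1-expressing cells, kinetic read (ex 480/em 520 nm). Compound added and read 3 min for agonist activity, followed by capsaicin at EC20 final and 2 min further read for enhancement.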
a7 integrin act: activates integrin-mediated alleviation for muscular dystrophy; 350,000 tested, 0.064% active; Potency, µM (series often up to 38.3 µM), for the others: at the top dose activation, actives largely listed as activators; alpha7betagal myoblasts, beta-gal FDG fluorescence, 48 h;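 note: potency is the fitted concentration of half-maximal effect; 100% = response of the positive control SU9516; nearly all actives have a fitted effect of over 60% in size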
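alpha7betagal+/- myoblasts (passage 13, 250/well) treated 48 h at 37C with compounds at 1:260 dilution of DMSO stock. Lysed, then beta-galactosidase activity read as FDG fluorescence (ex 480/em 540) after 30 min, with pre-read for autofluorescence.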
ASM inhibitor: human S-ASM enzyme inhibition; placental ASM, HMU-PC fluorogenic substrate, 60 min; Potency, µM (top dose mostly 57.5 µM), inactives show at the top dose activity change, negative = inhibition, hits mostly inhibitors; 340,000 tested, 0.006% active; note: potency is the fitted concentration of half-maximal effect
Target sequence (P17405 47-631 limits assumed): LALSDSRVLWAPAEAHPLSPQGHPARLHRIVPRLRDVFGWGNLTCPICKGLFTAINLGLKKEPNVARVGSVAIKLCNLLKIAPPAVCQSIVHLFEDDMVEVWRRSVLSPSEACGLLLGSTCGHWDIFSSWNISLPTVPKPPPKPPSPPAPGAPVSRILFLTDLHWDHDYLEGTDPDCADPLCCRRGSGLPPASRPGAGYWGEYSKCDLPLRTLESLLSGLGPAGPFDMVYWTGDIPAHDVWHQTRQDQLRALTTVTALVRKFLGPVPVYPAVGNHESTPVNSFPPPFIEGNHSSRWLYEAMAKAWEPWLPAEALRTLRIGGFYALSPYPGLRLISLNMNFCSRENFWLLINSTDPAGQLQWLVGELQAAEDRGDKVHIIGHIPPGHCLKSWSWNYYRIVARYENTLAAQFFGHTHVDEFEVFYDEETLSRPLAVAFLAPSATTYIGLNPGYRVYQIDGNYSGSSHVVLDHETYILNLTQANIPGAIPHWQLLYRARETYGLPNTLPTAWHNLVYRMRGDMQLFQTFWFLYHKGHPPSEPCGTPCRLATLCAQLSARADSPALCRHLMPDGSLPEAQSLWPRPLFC
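qHTS format. ASM enzyme prepared from human placenta hydrolyses the fluorogenic substrate HMU-PC0 (9 uM final) over 60 min at 37 °C after a 10 min compound preincubation.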
uPA surface inh: cell surface uPA generation inhibition. cell surface uPA generation assay, qHTS. Potency, µM (doses to about 38.3 µM), without a hit: at the highest dose activity change, negative = inhibition, most hits filed as inhibitors. 330,000 tested, 0.31% active. AID 540303; active = well fitted inhibition curve with a large enough effect; inconclusive = small, poorly fitted or top-dose-only effect; inactive = no such curve, though single readings can be large or run the other way; tested in mouse RAW 264.7 cells; note: potency is the fitted concentration of half-maximal effect; % is set by controls: 0 for no effect and ±100 for the full control effect; nearly all actives have a fitted effect of over 55% in size
B2AR arrestin: beta2AR (human) beta-arrestin recruitment activity; P07550; beta-arrestin recruitment to beta2AR, cell-based reporter; Potency, µM (series often up to 46.1 µM), for inactives: at the top dose activation, hits mostly activators; 330,000 tested, 0.02% active; AID 492947;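 note: potency is the fitted concentration of half-maximal effect; 0% = DMSO controls and full agonism = EC100 isoproterenol or metaproterenol; nearly all actives have a fitted effect of over 65% in size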
p53 reactivation: re-activators of mutant p53; 320,000 tested, 0.063% active; Potency, µM (titrated, usually from 92.2 µM), without a hit: top-dose activity change, positive = activation, usual class: activators; H1299 p53-A138V BP100-luciferase reporter, luminescence, 24 h; AID 504706; note: potency is the fitted concentration of half-maximal effect; % of control where 0% means no effect; nearly all actives have a fitted effect of over 45% in size
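H1299 (p53-null), stable ts p53-A138V + BP100-Luc; 1000 cells/well, Opti-MEM/10% FBS; cpd 4 pt, 1:5; 24 h, 37 deg C, 5% CO2; detection reagent 10 min RT; luminescence.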
ELG1 genotox: genotoxicity induction in ELG1-luciferase HEK293T cells | HEK293T ELG1-luciferase reporter, luminescence, 16 h | Potency, µM (highest dose often 46 µM), for the others: at the top dose activity change, positive = activation, most hits filed as activators | 330,000 tested, 1.3% active; note: potency is the fitted concentration of half-maximal effect; % of control where 0% means no effect; nearly all actives have a fitted effect of over 60% in size
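DMSO vehicle served as control against compound-treated ELG1-luciferase HEK293T cells; exposure lasted 16 hr at 37 °C and 5% CO2, followed by ONE-Glo luminescence detection after 30 min.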
TSG101-PTAP inh: blocks PTAP/TSG101 interaction to inhibit HIV-1 budding. Potency, µM (series often up to 115 µM), for inactives: at the highest dose activity change, negative = inhibition, usual class: inhibitors. 340,000 tested, under 10 active. AID 493005. Fluorescence polarization, FITC-PTAP peptide / Tsg101 binding; active = well fitted inhibition curve with a large enough effect in the main read-out, with a control signal flat, not every such curve was filed as active; inconclusive = small, poorly fitted or top-dose-only effect, or effect the other way, or a change in a side signal; inactive = no such curve, though single readings can be large or run the other way; note: potency is the fitted concentration of half-maximal effect; % of control where 0% means no effect
Target sequence (Q99816 whole entry, looked up): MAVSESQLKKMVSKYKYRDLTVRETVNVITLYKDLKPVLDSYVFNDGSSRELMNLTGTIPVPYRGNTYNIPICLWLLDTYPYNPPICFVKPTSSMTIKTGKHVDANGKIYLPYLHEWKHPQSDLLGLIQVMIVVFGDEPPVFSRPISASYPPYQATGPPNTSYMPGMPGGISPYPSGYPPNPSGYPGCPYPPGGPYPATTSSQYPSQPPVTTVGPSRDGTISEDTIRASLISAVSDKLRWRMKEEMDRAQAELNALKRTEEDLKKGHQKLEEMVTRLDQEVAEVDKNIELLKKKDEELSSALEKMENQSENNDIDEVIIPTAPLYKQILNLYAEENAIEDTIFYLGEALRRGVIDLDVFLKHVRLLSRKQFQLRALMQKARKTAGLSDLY
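Steps: Tsg101 binding domain dispensed (10 uM final), compounds pinned in DMSO, FITC-labeled PTAP-motif peptide added (50 nM final); after 20 min binding at room temperature, polarization measured.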
Starred values were filed as active, the others as inactive; [ ] = dose if it differs, or a comment. Unless noted, calls come from the whole dose curve; as a rule, active = well fitted curve in the direction sought with a large enough effect; inconclusive = small, poorly fitted or top-dose-only effect, or another doubt; inactive = no such curve, though single readings can be large; an effect the other way counts as inactive or inconclusive. No enrichment for hits (roughly 2.6% active in at least one column).

Results for CCOc1cc(/C=N/NC(=O)C(O)(c2ccccc2)c2ccccc2)ccc1OC(=O)c1ccco1 ?
BRCA1 expr up: 0%; a7 integrin act: -5%; ASM inhibitor: 24%; uPA surface inh: 0%; TSG101-PTAP inh: -2%

What do the screens show for `CCOc1ccccc1NC(=O)CN1C(=O)COc2ccc(Cl)cc21`?
BRCA1 expr up: 7%; USP2a inh: 1%; Eya2 inh: 8%; TRPV1 ag: 3; a7 integrin act: 0%; ASM inhibitor: 1%; uPA surface inh: inconclusive; B2AR arrestin: -0.9%; p53 reactivation: -2%; ELG1 genotox: 2%; TSG101-PTAP inh: 0%

Results for COc1ccc(C)cc1S(=O)(=O)N(C)CC(=O)NC1CCCCC1 ?
BRCA1 expr up: 6%; USP2a inh: 0%; Eya2 inh: -1%; TRPV1 ag: 2; a7 integrin act: 8%; ASM inhibitor: 3%; uPA surface inh: -1%; B2AR arrestin: 0.1%; p53 reactivation: 4%; ELG1 genotox: 0%; TSG101-PTAP inh: -26%

How did COc1ccc(-n2c3c(cc(C#N)c2=O)C(=O)CCC3)cc1 do in these assays?
BRCA1 expr up: -6%; USP2a inh: -5%; Eya2 inh: -7%; TRPV1 ag: -3; a7 integrin act: 10%; ASM inhibitor: -1%; uPA surface inh: 0%; B2AR arrestin: -0.1%; p53 reactivation: 2%; ELG1 genotox: 3%; TSG101-PTAP inh: -10%

Results for S=C1NCCOCCOCCOCCNC(=S)NCCOCCOCCOCCN1 ?
BRCA1 expr up: -24%; USP2a inh: -1%; Eya2 inh: -2%; TRPV1 ag: -1; a7 integrin act: -9%; ASM inhibitor: 2%; uPA surface inh: 3%; B2AR arrestin: 1.5%; p53 reactivation: -1%; ELG1 genotox: 8%; TSG101-PTAP inh: 1%

What do the screens show for `CCOC(=O)[C@@H]1[C@H]2COc3ccc(Br)cc3[C@@H]2N2C(=O)N(c3ccc(F)cc3)C(=O)[C@]12C`?
BRCA1 expr up: -23%; USP2a inh: -1%; Eya2 inh: 4%; TRPV1 ag: 19; a7 integrin act: 7%; ASM inhibitor: -6%; uPA surface inh: 20%; B2AR arrestin: -1.1%; ELG1 genotox: 1%; TSG101-PTAP inh: -1%

How did CCOC(=O)C1(Cc2cccc(Cl)c2)CCCN(C(=O)CCOC)C1 (stereo not drawn) do in these assays?
BRCA1 expr up: 63%; USP2a inh: 9%; Eya2 inh: 2%; TRPV1 ag: 10; a7 integrin act: 20%; ASM inhibitor: 4%; uPA surface inh: -1%; B2AR arrestin: -0.1%; p53 reactivation: 2%; ELG1 genotox: 6%; TSG101-PTAP inh: -2%

Results for C/C(=N\N1CCN(c2ccc(Cl)cc2)CC1)c1cccs1 ?
BRCA1 expr up: -10%; USP2a inh: 1%; Eya2 inh: 4%; TRPV1 ag: -4; a7 integrin act: -21%; ASM inhibitor: -1%; uPA surface inh: 3%; B2AR arrestin: -0.3%; p53 reactivation: 4%; ELG1 genotox: 0%; TSG101-PTAP inh: 0%

Results for Cc1cccc2[nH]c(-c3ccc(NC(=O)c4ccco4)cc3)nc12 ?
BRCA1 expr up: 1.8µM*; USP2a inh: 1%; Eya2 inh: -9%; TRPV1 ag: -2; a7 integrin act: -16%; ASM inhibitor: -17%; uPA surface inh: -10%; B2AR arrestin: 0.1%; p53 reactivation: inconclusive; ELG1 genotox: inconclusive; TSG101-PTAP inh: -1%

What do the screens show for `CC(=O)c1cnc2cc(-c3ccc(C)cc3)nn2c1C`?
BRCA1 expr up: inconclusive; USP2a inh: 0%; Eya2 inh: 8%; TRPV1 ag: 12; a7 integrin act: 5%; ASM inhibitor: 34%[activator]; uPA surface inh: -11%; B2AR arrestin: -0.2%; p53 reactivation: inconclusive; ELG1 genotox: 7.3µM*; TSG101-PTAP inh: -8%

How did O=C(CN1CCN(c2ccccc2O)CC1)Nc1ccc2c(c1)CCC2 do in these assays?
BRCA1 expr up: -22%; USP2a inh: 2%; Eya2 inh: 3%; TRPV1 ag: 3; a7 integrin act: -3%; ASM inhibitor: -5%; uPA surface inh: 6%; B2AR arrestin: -1.3%; p53 reactivation: -8%; ELG1 genotox: 1%; TSG101-PTAP inh: -4%

What do the screens show for `O=C(c1ccccn1)N(c1ccccc1)C1(C(=O)NC2CCCCC2)CCCCC1`?
BRCA1 expr up: -23%; USP2a inh: 3%; Eya2 inh: -20%; TRPV1 ag: 4; a7 integrin act: 14%; ASM inhibitor: 5%; uPA surface inh: 5%; B2AR arrestin: 0.1%; p53 reactivation: 1%; ELG1 genotox: -1%; TSG101-PTAP inh: 0%

Results for CCN(CCn1cccn1)C(=O)CC1C(=O)NCCN1Cc1cc(OC)cc(OC)c1 (stereo not drawn) ?
BRCA1 expr up: -6%; USP2a inh: 2%; Eya2 inh: 9%; TRPV1 ag: 1; a7 integrin act: 15%; ASM inhibitor: -1%; uPA surface inh: -3%; B2AR arrestin: 0.4%; p53 reactivation: 8%; ELG1 genotox: -1%; TSG101-PTAP inh: -5%

How did Clc1ccccc1C(c1nnnn1Cc1ccco1)N1CCN(Cc2ccco2)CC1 (stereo not drawn) do in these assays?
BRCA1 expr up: -27%; USP2a inh: 1%; Eya2 inh: 3%; TRPV1 ag: 2; a7 integrin act: 7%; ASM inhibitor: 0%; uPA surface inh: -4%; B2AR arrestin: 0.1%; p53 reactivation: -1%; ELG1 genotox: -1%; TSG101-PTAP inh: -6%

Results for Cc1ccc(CN2CCN(/N=C/c3cc([N+](=O)[O-])ccc3Cl)CC2)cc1 ?
BRCA1 expr up: -29%; USP2a inh: -1%; Eya2 inh: -13%; TRPV1 ag: -2; a7 integrin act: -4%; ASM inhibitor: -11%; uPA surface inh: -1%; B2AR arrestin: 0.1%; p53 reactivation: 14%; ELG1 genotox: 0%; TSG101-PTAP inh: -1%

What do the screens show for `Brc1ccc(-c2noc3c2-c2nc(-c4ccccc4)sc2CC3)cc1`?
BRCA1 expr up: -7%; a7 integrin act: 16%; ASM inhibitor: -5%; uPA surface inh: -1%; TSG101-PTAP inh: -1%

How did CSc1ncccc1-c1nc2ccccc2[nH]1 do in these assays?
BRCA1 expr up: 16%; USP2a inh: 0%; Eya2 inh: -20%; TRPV1 ag: -2; a7 integrin act: -2%; ASM inhibitor: 1%; uPA surface inh: -4%; B2AR arrestin: 0.2%; p53 reactivation: 7%; ELG1 genotox: 11%; TSG101-PTAP inh: -3%

What do the screens show for `COc1cc(CC(NC(C)=O)C(=O)NC2CCN(C(=O)Nc3ccccc3C)CC2)cc(OC)c1` (stereo not drawn)?
BRCA1 expr up: 15%; USP2a inh: 2%; Eya2 inh: -2%; TRPV1 ag: 1; a7 integrin act: 7%; ASM inhibitor: 2%; uPA surface inh: 0%; B2AR arrestin: -0.5%; p53 reactivation: -2%; ELG1 genotox: 3%; TSG101-PTAP inh: 2%

What do the screens show for `COc1ccc(N(CC(=O)N2CCN(c3ccc(Cl)cc3)CC2)S(=O)(=O)c2c(C)n[nH]c2C)cc1`?
BRCA1 expr up: -16%; USP2a inh: 0%; Eya2 inh: -1%; TRPV1 ag: -7; a7 integrin act: 34%; ASM inhibitor: -6%; uPA surface inh: -11%; B2AR arrestin: 0.3%; p53 reactivation: -5%; ELG1 genotox: -6%; TSG101-PTAP inh: -5%

Results for COCCNC(=S)N(CCc1c(C)[nH]c2ccc(F)cc12)Cc1cccnc1 ?
BRCA1 expr up: -17%; USP2a inh: -2%; Eya2 inh: 4%; TRPV1 ag: 5; a7 integrin act: inconclusive; ASM inhibitor: -1%; uPA surface inh: 3%; B2AR arrestin: -0.7%; p53 reactivation: 2%; ELG1 genotox: -4%; TSG101-PTAP inh: -3%

How did Cc1onc(-c2ccccc2)c1C(=O)Nc1sccc1C#N do in these assays?
BRCA1 expr up: -8%; USP2a inh: 8%; Eya2 inh: 6%; TRPV1 ag: 4; a7 integrin act: 25%; ASM inhibitor: -2%; uPA surface inh: -2%; B2AR arrestin: 0.3%; p53 reactivation: 3%; ELG1 genotox: -7%; TSG101-PTAP inh: 11%

What do the screens show for `COc1ccccc1C(=O)NCCC(=O)Nc1ccc(S(=O)(=O)N2CCC(C)CC2)cc1`?
BRCA1 expr up: -18%; USP2a inh: 3%; Eya2 inh: -1%; TRPV1 ag: -1; a7 integrin act: 16%; ASM inhibitor: 0%; uPA surface inh: -12%; B2AR arrestin: -0.5%; p53 reactivation: -4%; ELG1 genotox: -1%; TSG101-PTAP inh: -1%

Screening results (PubChem)
